Assay outcomes (PubChem)
BAZ2B inh: blocks human BAZ2B | Q9UIF8 | AlphaScreen BAZ2B-H3K14Ac peptide displacement | Potency, µM (top dose mostly 114 µM), for the others: at the highest dose activity change, negative = inhibition, hits mostly inhibitors | hit rate 4.4% among 360,000 | AID 504333; note: % is set by controls: 0 for no effect and ±100 for the full control effect; nearly all actives have a fitted effect of over 60% in size
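BAZ2B 50 nM plus b-H3(5-23)K14Ac 50 nM, PBS pH 7.4/0.01% Tween-20, 30 min RT; compound added (max 110 uM), 30 min RT; streptavidin donor/Ni-chelate acceptor beads 10 ug/mL final, 20 min dark; AlphaScreen read.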
JMJD2A Tudor inh: blocks the human JMJD2A Tudor domain; O75164; AlphaScreen JMJD2A-Tudor / H3K4me3 peptide binding; Potency, µM (titrated, usually from 114 µM), for inactives: at the top dose activity change, negative = inhibition, most hits filed as inhibitors; hit rate 4.4% among 390,000; note: % is set by controls: 0 for no effect and ±100 for the full control effect; nearly all actives have a fitted effect of over 50% in size
GLS inh: inhibitors of human glutaminase (GLS); O94925; GLS enzymatic activity, qHTS titration; Potency, µM (top dose mostly 45.5 µM), for the others: at the highest dose activity change, negative = inhibition, hits mostly inhibitors; hit rate 0.21% among 410,000; AID 624170; note: % is set by controls: 0 for no effect and ±100 for the full control effect
Target sequence (O94925 whole entry, looked up): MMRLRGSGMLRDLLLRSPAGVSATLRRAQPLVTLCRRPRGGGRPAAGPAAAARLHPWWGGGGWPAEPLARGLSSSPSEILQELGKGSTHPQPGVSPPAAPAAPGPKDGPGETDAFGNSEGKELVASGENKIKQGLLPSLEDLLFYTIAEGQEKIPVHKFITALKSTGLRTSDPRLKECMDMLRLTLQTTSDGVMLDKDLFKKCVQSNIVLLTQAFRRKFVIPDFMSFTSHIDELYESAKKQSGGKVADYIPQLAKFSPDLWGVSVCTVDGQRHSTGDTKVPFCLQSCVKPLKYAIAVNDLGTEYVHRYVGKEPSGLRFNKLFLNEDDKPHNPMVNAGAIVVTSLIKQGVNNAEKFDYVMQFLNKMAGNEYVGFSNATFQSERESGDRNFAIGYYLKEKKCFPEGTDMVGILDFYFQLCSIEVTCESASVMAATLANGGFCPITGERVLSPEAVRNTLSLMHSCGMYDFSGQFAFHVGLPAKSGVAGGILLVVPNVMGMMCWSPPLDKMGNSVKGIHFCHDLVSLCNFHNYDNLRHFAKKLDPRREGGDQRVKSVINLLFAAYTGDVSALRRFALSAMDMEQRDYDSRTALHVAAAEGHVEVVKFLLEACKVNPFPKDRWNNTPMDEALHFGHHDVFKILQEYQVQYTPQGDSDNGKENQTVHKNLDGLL
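hKGA; 45 mM KH2PO4 pH 8.2 + 0.02% Tween-20; cpd via pin tool; 1 mM Gln soln; GluOx/HRP/Amplex Red; RT 30 min; fluor. t0 & final.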
G9a inh: blocks human histone lysine methyltransferase G9a | Q96KQ7 | G9a H3K9 monomethylation, AlphaScreen, 2 h | Potency, µM (series often up to 102 µM), for inactives: at the highest dose activity, negative = inhibition, usual class: inhibitors | hit rate 8.8% among 350,000; note: % is set by controls: 0 for no effect and ±100 for the full control effect; nearly all actives have a fitted effect of over 75% in size
Target sequence (Q96KQ7 913-1193 limits assumed): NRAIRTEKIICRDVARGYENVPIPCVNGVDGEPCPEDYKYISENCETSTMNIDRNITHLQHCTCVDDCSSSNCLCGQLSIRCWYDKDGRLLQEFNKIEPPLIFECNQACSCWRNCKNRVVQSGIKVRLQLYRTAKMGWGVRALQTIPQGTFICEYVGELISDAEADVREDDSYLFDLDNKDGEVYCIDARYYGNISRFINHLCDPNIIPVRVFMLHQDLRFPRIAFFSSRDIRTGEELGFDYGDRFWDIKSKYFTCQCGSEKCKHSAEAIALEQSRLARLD
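Methyltransferase reactions run at room temperature for 2 h (20 nM enzyme, 500 nM biotin-H3K9 peptide, 20 uM SAM) after a 15 min compound preincubation; product detected by AlphaScreen beads and anti-H3K9me1 antibody.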
Tb PGK inh: inhibitors of T. brucei phosphoglycerate kinase; Potency, µM (series often up to 57.5 µM), without a hit: at the highest dose activity change, negative = inhibition, most hits filed as inhibitors; hit rate 0.043% among 380,000; PGK/GAPDH coupled, Kinase-Glo luminescence, 60 min; AID 602233; note: % is set by controls: 0 for no effect and ±100 for the full control effect; nearly all actives have a fitted effect of over 60% in size
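Recombinant glycosomal PGK reaction used 1,3-bisphosphoglycerate generated in-well by GAPDH (100nM final) in 100mM TEA pH 7.6, 5mM MgCl2, 0.01% Tween-20. After 60 minutes at room temperature, ATP was read by Kinase-Glo Plus luminescence end-point.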
Pol iota inh: inhibitors of human DNA polymerase iota; Q9UNA4; Pol iota fluorescent replication assay, 10 min; Potency, µM (top dose mostly 115 µM), for inactives: at the highest dose activity, negative = inhibition, usual class: inhibitors; hit rate 1% among 390,000
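Pol iota at 10 nM preincubated 15 min with compounds at room temperature; reaction started with fluorescent substrate, 50 nM final. Fluorescence read kinetically at 0 and 10 min; buffer-only wells as negative control.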
BLM helicase inh: blocks DNA unwinding by human BLM helicase; AID 2528; recombinant BLM DNA unwinding, fluorescence dequenching; P54132; hit rate 0.2% among 350,000; Potency, µM (doses to about 56.1 µM), for the others: at the top dose activity change, negative = inhibition, actives largely listed as inhibitors;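 note: plate controls were vehicle for no effect and no enzyme for full effect; nearly all actives have a fitted effect of over 35% in size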
HP1b binding inh: blocks HP1-beta chromodomain binding to methylated histone tails. P83916. AlphaScreen HP1-beta / biotin-H3K9me3 peptide binding. Potency, µM (doses to about 114 µM), for the others: at the top dose activity change, negative = inhibition, hits mostly inhibitors. hit rate 0.56% among 390,000. AID 540317; note: nearly all actives have a fitted effect of over 70% in size; inactives centre near 23
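AlphaScreen: HP1-beta (50 nM) preformed 30 min with biotin-H3(1-18)K9me3 peptide (50 nM) in PBS pH 7.4, 0.01% Tween-20. Compound added for 30 min at RT, then streptavidin donor/nickel chelate acceptor beads (10 ug/mL) for 30 min.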
Pin1 inh: blocks the human prolyl isomerase Pin1 | Pin1 FP peptide displacement, HiFluor488, 10 min | AID 504891 | Q13526 | Potency, µM (top dose mostly 115 µM), without a hit: at the highest dose activity, negative = inhibition, actives largely listed as inhibitors | hit rate 0.009% among 390,000; active = well fitted inhibition curve with a large enough effect in the polarisation, with a control signal flat, not every such curve was filed as active; inconclusive = small, poorly fitted or top-dose-only effect, or effect the other way, or a change in a side signal; inactive = no such curve, though single readings can be large or run the other way; the % refers to the polarisation; note: % is set by controls: 0 for no effect and ±100 for the full control effect
* marks the source's active call; other numbers are inactive results; i = inactive; ? = inconclusive; / = no result given; & = joins results of further samples; [ ] = remark or other dose. Unless noted, calls come from the whole dose curve; as a rule, active = well fitted curve in the direction sought with a large enough effect; inconclusive = small, poorly fitted or top-dose-only effect, or another doubt; inactive = no such curve, though single readings can be large; an effect the other way counts as inactive or inconclusive. Potency is the fitted concentration of half-maximal effect. A portion of the library, so the mix of outcomes need not match the whole.

(1) Cc1c(-c2ccc(Cl)cc2)c(=O)oc2c(CN3CCOCC3)c(O)ccc12
(2) Cc1cc(=O)[nH]c2[nH][nH]c(=O)c12
(3) COc1ccccc1CNC(=O)CN1C(=O)NC(Cc2ccccc2)(c2ccccc2)C1=O (stereo unspecified)
(4) Cc1cccc(C)c1-n1c(C)cc(/C=C2\C(=O)NN(c3ccccc3)C2=O)c1C
(5) O=C(CSc1nnc(-c2ccc(F)cc2)o1)NC1CCCC1
(6) CC1CCCCC1NC(=O)CN1C(=O)NC(C)(c2ccc(OC(F)F)cc2)C1=O (stereo unspecified)
(7) O=C(Cc1sc(Nc2ccccc2)nc1-c1ccccc1)NCc1ccccc1
(8) S=C(NCc1cccnc1)Nc1cccc(Cl)c1

Screen / compound no.,1,2,3,4,5,6,7,8
BAZ2B inh,30%,/,/,14µM*,-14%,11%,-7%,-27%
JMJD2A Tudor inh,16%,6.3µM*,-11%,22µM*,-26%,-9%,-29%,-14%
GLS inh,7%,2%,-1%,2%,7%,5%,9%,2%
G9a inh,7%[59 µM],/,/,16µM*,-7%,-2%,50µM*,26%[0.501 µM]
Tb PGK inh,-7%,i,2%,0%,0%,-5%,-2%,-1%
Pol iota inh,-5%,?,63%[activator],5%,1%,21%,6%,1%
BLM helicase inh,-2%,/,/,-8%,-1%,2%,-11%,-2%
HP1b binding inh,37%[57 µM],8%,6%,16µM*,-2%,32%,?,33%
Pin1 inh,4%,-17%,3%,2%,0%,2%,24%,3%

(9) O=C(CCc1ccc(S(=O)(=O)NC2CCCCC2)cc1)NCc1ccccc1
(10) CC(C)NC(=O)Cn1c(=O)nc(-c2ccccc2F)c2cc(Cl)ccc21
(11) CCn1cc(CN2CCN(CCC(C)C)C(CCO)C2)c2ccccc21 (stereo unspecified)
(12) COC(=O)c1sccc1NC(=O)C1C2C=CC(C2)C1C(=O)O (stereo unspecified)
(13) COc1ccc(Cc2nnc(CCc3ccccc3)s2)cc1
(14) C/C=C/c1ccc(OCC(=O)O)c(OC)c1
(15) Cc1nc2scc(C)n2c(=O)c1S(=O)(=O)N1CCN(c2cccc(C(F)(F)F)c2)CC1
(16) CC(=O)N1CCCc2cc(S(=O)(=O)N(C)CC(=O)Nc3cccc(C)c3C)ccc21

Screen / compound no.,9,10,11,12,13,14,15,16
BAZ2B inh,5%,-4%,8%,-1%,29%,-16%,4%&-7%,2%
JMJD2A Tudor inh,-7%,-11%,-22%,-4%,31%,-15%,-2%&-12%,-2%
GLS inh,0%,-10%,1%,0%,-4%,44%[activator],-7%&-3%,1%
G9a inh,?,0%[59 µM],/,18%[59 µM],61%[activator],3%,15%,3%[59 µM]
Tb PGK inh,i,6%,-5%,-3%,i,-7%,5%,9%
Pol iota inh,-9%,8%,27%,11%,-14%,-12%,11%&-1%,-4%
BLM helicase inh,-2%,1%,-12%,3%,-3%,-8%,-8%&-7%,-1%
HP1b binding inh,46%[activator],6%,30%,59%[activator],65%[activator],-5%,30%&26%,9%[57 µM]
Pin1 inh,-1%,3%,-2%,-11%,2%,-2%,-3%&12%,6%

(17) Cc1ccccc1NC(=O)C(C#N)Cc1cccnc1 (stereo unspecified)
(18) Cc1nn2c3ccccc3n(Cc3ccccc3)c2nc1=O
(19) Cc1sc2ncnc(N3CCC(C(=O)Nc4nc(-c5ccc(F)cc5)cs4)CC3)c2c1C
(20) CN(Cc1cc2ccccc2[nH]c1=O)C(=O)C1CCCCC1
(21) CCc1nc(CN2CCN(c3cc(C(F)(F)F)ccn3)CC2)c(C)[nH]1
(22) O=S1(=O)CCN(Cc2ccc(Cl)c(Cl)c2)CC1
(23) O=C(CN1C(=O)NC(Cc2c[nH]c3ccccc23)C1=O)Nc1ccc(F)c(F)c1F (stereo unspecified)
(24) COc1ccc(NC(=O)c2oc3ccccc3c2NC(=O)Cc2ccc(F)cc2)c(OC)c1

Screen / compound no.,17,18,19,20,21,22,23,24
BAZ2B inh,-1%,-17%,4%,11%,-9%,-2%,0%,3%
JMJD2A Tudor inh,-10%,-18%,-17%,9%,-25%,-3%,-14%,-4%
GLS inh,0%,0%,-3%,-11%,0%,18%,6%,-10%
G9a inh,8%[59 µM],-13%[59 µM],-53%,15%,-15%[59 µM],2%[12.7 µM],9%[12.7 µM],-19%[59 µM]
Tb PGK inh,7%,-5%,-4%,-5%,-7%,4%,1%,i
Pol iota inh,9%,0%,12%,18%,50%[activator],-4%,9%,60%[activator]
BLM helicase inh,0%,-3%,/,-1%,-2%,-1%,/,-4%
HP1b binding inh,32%,50%,9%,16%,24%,16%,34%,44%[activator]
Pin1 inh,-9%,0%,10%,-5%,-2%,-1%,7%,-13%

(25) Cc1ccn2c(Nc3ccc(C(C)C)cc3)c(-c3cccnc3)nc2c1
(26) COc1cccc(OC)c1OCCCN1CCC(Cc2ccccc2)CC1
(27) Cc1ccc(N(CC(=O)Nc2cccc(Cl)c2C)S(=O)(=O)c2c(C)noc2C)cc1
(28) O=S(=O)(NN1CCOCC1)c1cc(Cl)cc(Cl)c1O
(29) CC(C)Oc1ccc(CNC(=O)c2ccc(NC(=O)N3CC(C)Sc4ccccc43)cc2)cc1 (stereo unspecified)
(30) O=C(NC(=S)N1CCN(c2ccc(F)cc2)CC1)C12CC3CC(CC(C3)C1)C2
(31) CCOC(=O)N1CCN(C(=O)CSc2nc3c([nH]c4ccccc43)c(=O)n2C)CC1
(32) O=C1C2CC=CCC2C(=O)N1c1ccc(N2CCN(c3ccccn3)CC2)c([N+](=O)[O-])c1 (stereo unspecified)

Screen / compound no.,25,26,27,28,29,30,31,32
BAZ2B inh,-24%,-35%,/,4%,-12%,-6%,-5%,8.9µM*
JMJD2A Tudor inh,-18%,20µM*,0%,-19%,-11%,-16%,-8%,?
GLS inh,10%,12%,2%,-5%,3%,18%,-10%,-6%
G9a inh,-9%[59 µM],25µM*,16%[59 µM],30%,1%[59 µM],-8%[59 µM],-3%[59 µM],?
Tb PGK inh,11%,-4%,0%,i,-8%,-2%,-5%,i
Pol iota inh,23%,6%,11%,23%,23%,4%,3%,15%
BLM helicase inh,-3%,3%,-12%,-7%,-9%,-3%,2%,-8%
HP1b binding inh,4%,?,35%,15%,19%,6%,30%,2%
Pin1 inh,19%,-4%,6%,-9%,11%,4%,2%,5%

For reference, part of the list above:
(25) Cc1ccn2c(Nc3ccc(C(C)C)cc3)c(-c3cccnc3)nc2c1
(26) COc1cccc(OC)c1OCCCN1CCC(Cc2ccccc2)CC1
(27) Cc1ccc(N(CC(=O)Nc2cccc(Cl)c2C)S(=O)(=O)c2c(C)noc2C)cc1
(28) O=S(=O)(NN1CCOCC1)c1cc(Cl)cc(Cl)c1O
(29) CC(C)Oc1ccc(CNC(=O)c2ccc(NC(=O)N3CC(C)Sc4ccccc43)cc2)cc1 (stereo unspecified)
(30) O=C(NC(=S)N1CCN(c2ccc(F)cc2)CC1)C12CC3CC(CC(C3)C1)C2

Screen / compound no.,25,26,27,28,29,30
BAZ2B inh,-24%,-35%,/,4%,-12%,-6%
JMJD2A Tudor inh,-18%,20µM*,0%,-19%,-11%,-16%
GLS inh,10%,12%,2%,-5%,3%,18%
G9a inh,-9%[59 µM],25µM*,16%[59 µM],30%,1%[59 µM],-8%[59 µM]
Tb PGK inh,11%,-4%,0%,i,-8%,-2%
Pol iota inh,23%,6%,11%,23%,23%,4%
BLM helicase inh,-3%,3%,-12%,-7%,-9%,-3%
HP1b binding inh,4%,?,35%,15%,19%,6%
Pin1 inh,19%,-4%,6%,-9%,11%,4%

(cont.)
(33) O=C(CN(Cc1ccco1)C(=O)CNS(=O)(=O)c1ccc(Cl)cc1)NCc1ccc(F)cc1
(34) COc1ccc2c(c1)CC(C(=O)Nc1ccc(OC)cc1OC)CO2 (stereo unspecified)
(35) Oc1c(C(Nc2cccc(C(F)(F)F)c2)c2cccnc2)ccc2cccnc12 (stereo unspecified)
(36) COC(=O)[C@H](CCSC)NC(=O)Nc1ccc(C)cc1C
(37) Cc1nn(Cc2ccc(Cl)cc2)c(C)c1NC(=O)c1cc(-c2ccc3c(c2)OCO3)on1
(38) CC1(C)NC(=O)N(CC(=O)Nc2cc(C(F)(F)F)cc(C(F)(F)F)c2)C1=O
(39) COc1ccc(Cl)cc1NS(=O)(=O)c1c(C)[nH]c(C)c1C(=O)N1CCCCC1

Screen / compound no.,33,34,35,36,37,38,39
BAZ2B inh,/,-18%,20µM*,-5%,-8%,-11%,-20%[57.1 µM]
JMJD2A Tudor inh,-21%[11.4 µM],-23%,56µM*,1%,-4%,-28%,-8%
GLS inh,41%[activator],0%,0%,1%,3%,-12%,7%
G9a inh,/,-41%[59 µM],8.9µM*,40%[activator],-27%,50%,-3%
Tb PGK inh,-2%,-7%,0%,2%,-7%,4%,8%
Pol iota inh,2%,11%,-2%,2%,-2%,34%[activator],2%
BLM helicase inh,/,-1%,-17%,-5%,-6%,-9%,0%
HP1b binding inh,-9%,36%[activator][57 µM],?,30%,22%,32%,3%[57 µM]
Pin1 inh,4%,-1%,-8%,-15%,2%,?,-1%
